TR SRC2 fluor cs – counter-screen for TRb-SRC2 inhibitors: fluorescence interference | TRb/SRC2 Texas Red total fluorescence interference | 0.29% of 280,000 active | Potency, µM (titrated, usually from 106 µM), for inactives: top-dose fluorescence change, negative = quenching; active = well fitted curve in either direction with a large enough effect; inconclusive = small, poorly fitted or top-dose-only effect
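Human TRb ligand-binding domain at 0.6 uM with 20 nM Texas Red SRC2 peptide in Tris buffer containing 1 uM T3 and 5% DMSO, incubated with compound 5 h at ambient temperature. Total fluorescence (555/632 nm) calculated as parallel + 2 × perpendicular.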
KDM4E inh – JMJD2E (human) inhibition. JMJD2E catalytic domain, FDH-coupled NADH fluorescence (FDH is formaldehyde dehydrogenase). Potency, µM (doses to about 57.1 µM), for inactives: top-dose activity change, negative = inhibition, usual class: inhibitors. 1.6% of 230,000 active; active = well fitted inhibition curve with a large enough effect, not every such curve was filed as active; inconclusive = small, poorly fitted or top-dose-only effect, or another doubt; inactive = no such curve, though single readings can be large or run the other way;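 also: 0% = wells with enzyme and -100% = buffer wells without enzyme; nearly all actives have a fitted effect of over 50% in size; many of its hits are not listed in these tables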
Tau ThT inhib – tau fibrillization inhibition (ThT binding); P10636; recombinant tau K18 P301L (four-repeat tau fragment), heparin-induced fibrillization, ThT fluorescence; Potency, µM (series often up to 57.4 µM), without a hit: at the highest dose activity, negative = inhibition, most hits filed as inhibitors; 2.1% of 270,000 active; also: nearly all actives have a fitted effect of over 55% in size
Target sequence (P10636 561-689 P618L limits assumed): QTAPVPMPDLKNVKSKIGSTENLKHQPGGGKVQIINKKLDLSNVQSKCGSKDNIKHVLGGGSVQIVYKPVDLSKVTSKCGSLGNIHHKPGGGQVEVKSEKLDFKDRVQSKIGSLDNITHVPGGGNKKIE
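Tau K18 P301L fragment (15 uM unlabeled plus 0.24 uM Alexa 594-labeled) in 100 mM sodium acetate pH 7 with compound, fibrillization induced by 20 uM heparin for 6 hr at 37 C. Thioflavin T (30 uM) added, fluorescence read after 1 hr (ex 450, em 510 nm).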
Tau FP inhib – blocks human tau fibril formation measured by polarization | P10636 | K18 P301L tau heparin fibrillization, Alexa594 FP, 6 h | Potency, µM (titrated, usually from 57.7 µM), inactives show top-dose activity, negative = inhibition, usual class: inhibitors | 0.39% of 280,000 active; also: nearly all actives have a fitted effect of over 55% in size
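K18 P301L tau (15 uM unlabeled/0.24 uM Alexa 594-labeled, final) + compound + heparin 20 uM final; 100 mM NaOAc pH 7; 6 hr 37 C; ThT 30 uM final added, 1 hr RT; FP ex 555/em 632 nm.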
RECQ1 helicase – RECQ1 (human) helicase inhibition; P46063; RECQ1 DNA unwinding, red fluorescence kinetic read; Potency, µM (titrated, usually from 57.3 µM), for inactives: at the top dose activity, negative = inhibition, hits mostly inhibitors; 0.54% of 240,000 active;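 also: plate controls were vehicle for no effect and no enzyme for full effect; nearly all actives have a fitted effect of over 30% in size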
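RECQ1T1 50 nM; forked duplex (20 bp + 30-nt ss tails) 200 nM, ATP 2 mM final; pH 8.0, 2 mM MgCl2, 2.5 ug/ml poly(dI-dC); 15 min compound preincubation; discontinuous kinetic read over 2 h at RT.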
L3MBTL1 block – blocks human L3MBTL1; Q9Y468; 0.66% of 230,000 active; Potency, µM (top dose mostly 57.1 µM), for the others: at the top dose activity, negative = inhibition, hits mostly inhibitors; AlphaScreen L3MBTL1–H3K9me1 peptide binding; also: nearly all actives have a fitted effect of over 60% in size
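Displacement of a biotinylated histone H3(1-15) peptide monomethylated at Lys9 (75 nM) from L3MBTL1 (50 nM) was measured by AlphaScreen after a 30 min room-temperature compound incubation; cefsulodin titration served as intraplate control.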
GoLoco inh red – inhibitors of human Gai1-RGS12 GoLoco interaction (red fluorophore). P63096. Gai1:RGS12 GoLoco peptide FP, rhodamine, 10 min. Potency, µM (highest dose often 61.6 µM), without a hit: top-dose activity, negative = inhibition, usual class: inhibitors. 0.44% of 230,000 active; active = well fitted inhibition curve with a large enough effect, not every such curve was filed as active; inactive = no such curve, though single readings can be large or run the other way; also: nearly all actives have a fitted effect of over 30% in size; many of its hits are not listed in these tables
Target sequence (P63096 whole entry, looked up): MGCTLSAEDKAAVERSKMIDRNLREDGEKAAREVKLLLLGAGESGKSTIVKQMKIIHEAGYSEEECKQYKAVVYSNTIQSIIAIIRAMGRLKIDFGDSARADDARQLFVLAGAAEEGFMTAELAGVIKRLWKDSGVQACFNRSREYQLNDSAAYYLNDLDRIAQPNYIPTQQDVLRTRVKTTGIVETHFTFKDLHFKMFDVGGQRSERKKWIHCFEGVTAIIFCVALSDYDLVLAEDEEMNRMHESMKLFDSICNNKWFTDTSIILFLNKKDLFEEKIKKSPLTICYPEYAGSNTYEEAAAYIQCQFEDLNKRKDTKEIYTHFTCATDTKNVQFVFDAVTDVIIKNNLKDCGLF
TRb-SRC2 inh – TRbeta-SRC2 interaction inhibition. TRbeta-SRC2 peptide binding, fluorescence polarization; receptor liganded with 1 µM T3. 0.065% of 280,000 active. Potency, µM (top dose mostly 106 µM), without a hit: top-dose activity change, negative = inhibition, actives largely listed as inhibitors. AID 1469;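 also: plate controls were bound peptide for no effect and peptide without receptor for full effect; nearly all actives have a fitted effect of over 50% in size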
Target sequence (P10828 whole entry, looked up): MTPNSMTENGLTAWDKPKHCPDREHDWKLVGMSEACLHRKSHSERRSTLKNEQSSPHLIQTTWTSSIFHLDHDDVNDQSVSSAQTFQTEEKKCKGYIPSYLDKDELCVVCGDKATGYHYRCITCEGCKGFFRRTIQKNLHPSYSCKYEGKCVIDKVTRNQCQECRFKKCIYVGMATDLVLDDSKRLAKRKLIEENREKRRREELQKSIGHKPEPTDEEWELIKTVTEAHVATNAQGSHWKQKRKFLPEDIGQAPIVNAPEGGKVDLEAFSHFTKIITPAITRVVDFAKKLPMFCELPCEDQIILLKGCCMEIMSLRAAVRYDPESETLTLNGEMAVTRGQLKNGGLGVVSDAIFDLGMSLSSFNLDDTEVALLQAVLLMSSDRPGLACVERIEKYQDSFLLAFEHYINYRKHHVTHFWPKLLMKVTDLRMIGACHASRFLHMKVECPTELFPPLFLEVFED
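Human TRb ligand-binding domain (0.6 uM) is mixed with 20 nM Texas Red SRC2 peptide and 1 uM T3; after compound addition and 5 hr at ambient temperature, polarization is measured and normalized to unbound and bound controls.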
* hit, by the source's call; i = inactive; ? = inconclusive; . = not tested or not shown; & = joins results of further samples; [ ] = another dose, or the depositor's remark. Unless noted, calls follow the shape of the dose curve; as a rule, active = well fitted curve in the direction sought with a large enough effect; inconclusive = small, poorly fitted or top-dose-only effect, or another doubt; inactive = no such curve, though single readings can be large; an effect the other way counts as inactive or inconclusive. Unless noted, % is scaled to controls: 0 for no effect and ±100 for the full control effect; potency is read from the fitted curve at half-maximal effect. Not all compounds are listed; rates above refer to the full screens.

SMILES	TR SRC2 fluor cs	KDM4E inh	Tau ThT inhib	Tau FP inhib	RECQ1 helicase	L3MBTL1 block	GoLoco inh red	TRb-SRC2 inh
Cc1cccc(NC(=O)CCc2c(C)nc3ncnn3c2C)n1	-3.3%	1.1%	-5.0%	-7.1%	-1.4%	.	2.0%	3.6%
CC(C)Cn1c(-c2ccccc2F)n[nH]c1=S	-2.5%	?	3.3%	-4.7%	-19.3%	.	13.8%	-3.3%
CCOc1cccc2c1OC1(C)CC2NC(=O)N1c1cccc(F)c1 (stereo unspecified)	0.3%	-0.4%	-4.6%	-0.9%	-6.7%	5.3%	-15.0%	2.3%
COc1ccc(NS(=O)(=O)c2ccc(OC)c(NC(=O)CCC3CCCC3)c2)cc1	1.5%	-6.1%	4.5%	5.0%	-3.1%	16.7%	5.3%	-7.5%
COc1ccccc1N1CCN(C(C)C(=O)Nc2ccc(S(=O)(=O)N3CCOCC3)cc2)CC1 (stereo unspecified)	-2.7%	-2.9%	-6.4%	9.3%	0.9%	-2.1%	-2.4%	4.3%
CCN(CC)C(=O)Cn1cc(S(=O)(=O)CC(=O)N2CCCCCC2)c2ccccc21	-1.2%	7.6%	-0.6%	-3.7%	-7.3%	.	-3.9%	-3.5%
N#C/C(=C\c1ccccc1[N+](=O)[O-])C(=O)Nc1ccc(S(N)(=O)=O)cc1	-2.7%	-3.9%	1.7%	-5.2%	20.8%	.	5.1%	1.9%
O=C(CSc1nnc(-c2cccnc2)n1CCc1ccccc1)NCc1ccccc1	-1.3%	10.7%	1.1%	4.0%	-0.3%	7.6%	-4.5%	-6.0%
O=[N+]([O-])c1ccc(-c2nc(=S)c3c(o2)CCCC3)cc1	-0.2%	0.7%	?	-1.4%	?	1.2%	0.0%	-6.2%
CCc1cc2c(=O)c(-c3cnn(-c4ccccc4)c3)c(C(F)(F)F)oc2c(CN(C)C)c1O	1.1%	-1.8%	-7.4%	9.8%	-8.1%	6.2%	-4.7%	-23.2%
COc1ccc(C(=O)N/N=C/c2c(CO)cnc(C)c2O)cc1	-5.8%	?	-15.5%	-9.7%	0.2%	.	-0.8%	0.1%
CCn1nnc(NC(=O)COc2ccc([N+](=O)[O-])cc2)n1	3.3%	1.0%	.	-3.4%	-1.3%	.	5.4%	-0.6%
Cc1cc(C)n2nc(SCC(=O)c3ccc[nH]3)nc2n1	-0.7%	-0.6%	-16.7%	-9.3%	-28.9%	-3.5%	0.6%	-4.3%
CCCCN(C(=O)CN1C(=O)C2CC=CCC2C1=O)c1c(N)n(CCC)c(=O)[nH]c1=O (stereo unspecified)	1.1%	1.0%	1.0%	-7.2%	-0.4%	5.2%	1.3%	-8.8%
Cc1cccc(C(=O)Oc2ccc(/C=N/O)cc2)c1	-11.8%	?	-19.5%	-14.8%	5.0%	-2.5%	-5.9%	1.9%
COc1ccc(-c2nn(-c3ccccc3)cc2/C=N/Nc2ccc3ccccc3n2)cc1OC	-1.8%	?	?	12.7%	i	-7.9%	0.5%	8.8%
O=[N+]([O-])c1cc(-c2nc(-c3ccccc3)no2)ccc1NCCc1ccccc1	-0.7%	.	-5.4%	-4.0%	.	.	.	3.6%
COC(=O)CCC(=O)Nc1cc(Cl)cc(Cl)c1	-0.5%	8.2%	-6.3%	1.7%	-14.4%	61.4%[activator]	-38.4%	-3.9%
COc1ccc(CCNC(=O)COc2ccc(S(=O)(=O)N3CCOCC3)cc2)cc1OC	-0.7%	19.2%	8.0%	4.8%	-4.9%	.	-3.7%	-10.5%
Cn1nnnc1SCc1ccc(C(=O)Nc2nccs2)cc1	-0.1%	2.6%	-10.1%	-3.5%	0.4%	27.9%[11.4 µM]	2.6%	-1.3%
Cc1ccc(S(=O)(=O)NC(C(=O)OCC(=O)NC(=O)c2cccn2C)C(C)C)cc1 (stereo unspecified)	-2.7%	3.4%	-5.3%	10.4%	i	-3.8%	-2.3%	-9.5%
Cc1cccc(Cn2cc(/C=C/[N+](=O)[O-])c3ccccc32)c1	-4.4%	-7.8%	?	-5.2%	-9.8%	-5.4%	13.3%	4.8%
Cc1cc(=O)oc2cc(OCC(=O)OCC(=O)NC3CC3)ccc12	-1.6%	?	-4.6%	7.2%	i	.	-10.0%	0.6%
C=CCN(CC=C)C(=S)NCCc1ccc(OC)c(OC)c1	-0.6%	-2.9%	-7.0%	-1.9%	-12.6%	4.1%	14.8%	-21.8%
O=C(Oc1c(Cl)cc(Cl)c2cccnc12)c1ccco1	1.0%	-16.3%	?	-2.1%	6.6%	.	-18.1%	7.5%
Cc1cc(C)n2nc(CNC(=O)c3ccc(Cl)cc3)nc2n1	0.1%	.	16.0%	2.0%	.	.	.	-1.2%
CCCNS(=O)(=O)c1ccc(NC(=O)c2cccnc2)cc1	-0.8%	-6.2%	1.3%	-1.1%	-13.7%	.	-0.7%	-2.0%
Cc1cc(NC(=O)C2CCC(CNS(=O)(=O)c3ccc(Br)s3)CC2)ccc1Br (stereo unspecified)	-1.9%	.	6.5%	?	.	.	.	9.4%
CCCCc1nc2ccccc2n1Cc1nnc2n1-c1ccccc1SC2	-0.3%	6.3%	-10.2%	-2.1%	i	4.8%	2.2%	-5.0%
CCN1/C(=C/c2sc(-c3ccccc3C)c[n+]2C)Sc2ccccc21	-0.9%	-21.0%	?	2.1%	2.8%	.	10µM*	-1.2%
Cc1ccccc1NC(=O)N1CCN(C/C=C/c2ccccc2)CC1	-7.7%	-9.9%	-3.4%	-3.5%	-4.5%	-2.3%[11.4 µM]	12.8%	-3.7%
Nc1nnc(Cc2ccc(Cl)c(Cl)c2)s1	1.0%	5.1%	-4.3%	2.9%	0.7%	15.0%	10.2%	14.2%
Cc1cc(Nc2cc(Cl)ccc2C)n2nc(Cc3ccccc3)nc2n1	0.5%	.	-9.7%	5.7%	.	.	.	0.5%
Cc1ccc(S(=O)(=O)NCC(=O)N/N=C/c2ccccc2O)cc1	0.2%[53 µM]	25.1µM*	-5.6%	-12.2%	-8.7%	-4.4%	8.2%	4.4%[53 µM]
COc1cccc(-c2nnc(SCC(=O)Nc3cc(C)on3)o2)c1	4.4%	-1.6%	-12.2%	-1.1%	2.7%	-19.9%	5.6%	-2.5%
O=c1cc(-c2ccccc2Cl)oc2c(NS(=O)(=O)c3cc(Cl)cc(Cl)c3O)ccc(O)c12	?	-23.2%	22.4µM*	31.6µM*	?	-23.0%	-7.8%&8.3%	?
CCN(c1ccccc1)S(=O)(=O)c1cc([N+](=O)[O-])ccc1N	5.3%	3.7%	-4.2%	-3.8%	12.4%	5.1%	9.2%	-5.6%
CCSc1nc2ccccc2n1Cc1cccc([N+](=O)[O-])c1	-0.1%	3.2%	-23.1%	8.1%	-4.4%	-2.5%	0.2%	-3.7%
CC(C)OC(=O)c1c(NC(=O)c2cccs2)sc2c1CCCC2	1.4%	-17.7%	-15.5%	-14.8%	-6.1%	2.8%	7.1%	?
COCc1ccc(C(=O)N2CCCC(C(=O)c3cc(F)ccc3F)C2)s1 (stereo unspecified)	18.8%	-1.3%	5.8%	1.9%[2.34 µM]	-14.9%	2.7%	0.2%	-6.6%
COc1ccc(N2CCn3c2nc2c3c(=O)n(CCc3ccccc3)c(=O)n2C)cc1	1.1%	5.4%	?	-2.6%	-0.1%	-7.5%	-9.5%	-7.8%
Cc1cccc(NC(=O)c2ccc3snnc3c2)c1	1.3%	.	?	-0.8%	.	.	.	-2.4%
CCc1c(C)sc(NC(=O)c2ccc(Br)o2)c1C(=O)OC	4.2%	?	-15.4%	-7.8%	i	1.1%[11.4 µM]	-13.8%	-17.1%
COCCCn1c(-c2ccc(S(=O)(=O)N3CCOCC3)cc2)csc1=Nc1ccccc1	-0.2%&-4.6%	-17.9%	?	13.1%&5.1%	-1.5%	.	-5.0%	5.3%&7.8%
Cc1ccccc1-c1cc(=O)c2c(O)cccc2o1	0.0%	-5.1%	10.2%	-2.5%	-14.4%	.	-3.2%	5.0%
N#CCCN/N=C(/Cc1nc2ccccc2[nH]1)c1cccc(Cl)c1	2.5%	?	?	7.6%	-9.5%	.	138.1%[activator]	-3.5%
Cc1cccc2c1-c1sc(C(=O)N(C)c3cccc(Cl)c3)cc1CO2	-88.1%[53 µM]	.	?	0.9%	.	.	.	-25.9%[53 µM]
O=C(NCC1CCCO1)c1c(O)c2ccccc2[nH]c1=O (stereo unspecified)	2.7%	-14.3%	5.1%	-1.4%	-11.3%	0.2%	0.7%	-12.0%
COc1ccc(C(=O)NC(=S)NNC(=O)c2c(-c3ccccc3)noc2C)cc1OC	3.4%	?	-16.6%	-0.3%	i	0.4%	0.7%	-8.6%
O=C(c1nc2ccccn2c1CN1CCC(Cc2ccccc2)CC1)N1CCCC1	-5.6%	-9.5%	-4.5%	8.9%	i	-3.2%	5.3%	-1.8%

Some entries already given, showing only L3MBTL1 block and TRb-SRC2 inh.
SMILES	L3MBTL1 block	TRb-SRC2 inh
N#CCCN/N=C(/Cc1nc2ccccc2[nH]1)c1cccc(Cl)c1	.	-3.5%
Cc1cccc2c1-c1sc(C(=O)N(C)c3cccc(Cl)c3)cc1CO2	.	-25.9%[53 µM]

Following part:
SMILES	TR SRC2 fluor cs	KDM4E inh	Tau ThT inhib	Tau FP inhib	RECQ1 helicase	L3MBTL1 block	GoLoco inh red	TRb-SRC2 inh
COc1ccc2c3c(c(=O)oc2c1OCC(=O)O)CCCC3	-0.4%	-10.0%	7.9%	1.7%	4.7%	4.9%	14.5%	4.4%
Cc1ccc(C(=O)NC(=S)Nc2ccc(NC(=O)c3cccc(Cl)c3)cc2)cc1	2.7%	-1.8%	?	?	-5.8%	16.2%	3.2%	11.3%
CCOc1cc(/C=N/NC(=O)c2ccc(CN3CCOCC3)cc2)ccc1OC	3.7%	?	-10.8%	-0.8%	i	4.7%	8.2%	4.2%
COc1cc(/C=C2/SC(=Nc3ccc(O)cc3)NC2=O)ccc1O	-12.0%	-3.5%	4.47µM*	?	-27.8%	-3.0%	24.2%	1.5%
Cc1ccc(N=CC2=C(O)CC(c3cccc(Cl)c3)CC2=O)cc1 (stereo unspecified)	-0.2%	4.4%	?	-2.4%	i	5.2%	10.6%	-9.5%
